Screening data: PubChem, several laboratories
TNAP inh noacc: TNAP (human) inhibition, acceptor-free conditions; AID 1012; 200,000 compounds, 0.26% hits; inhibition, % at 20 µM; purified TNAP, CDP-star luminescence, 30 min;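 active means tissue-nonspecific alkaline phosphatase inhibition above about 50% at 20 µM in the single-dose screen, limit read from the data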;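 further: 0% = DMSO negative control and 100% = EDTA positive control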
Target sequence (P05186 whole entry, looked up): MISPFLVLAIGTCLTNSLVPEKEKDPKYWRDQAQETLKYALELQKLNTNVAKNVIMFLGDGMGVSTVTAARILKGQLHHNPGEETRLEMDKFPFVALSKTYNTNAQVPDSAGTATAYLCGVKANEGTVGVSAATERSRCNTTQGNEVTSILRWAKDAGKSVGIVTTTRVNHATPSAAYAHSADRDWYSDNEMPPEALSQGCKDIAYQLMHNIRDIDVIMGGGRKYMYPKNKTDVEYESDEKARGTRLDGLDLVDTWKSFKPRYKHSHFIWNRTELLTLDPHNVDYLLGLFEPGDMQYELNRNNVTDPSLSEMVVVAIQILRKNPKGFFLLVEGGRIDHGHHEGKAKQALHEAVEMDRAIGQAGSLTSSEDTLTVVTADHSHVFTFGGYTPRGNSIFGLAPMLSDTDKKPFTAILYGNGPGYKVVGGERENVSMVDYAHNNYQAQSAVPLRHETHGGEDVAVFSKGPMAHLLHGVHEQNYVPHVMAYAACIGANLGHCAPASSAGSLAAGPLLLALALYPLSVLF
TNAP inh hiacc: blocks human TNAP under high phosphate acceptor concentration; P05186; purified TNAP, CDP-star luminescence, 1 M DEA; inhibition, % at 20 µM; 200,000 compounds, 0.03% hits;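 active means over 50% inhibition of tissue-nonspecific alkaline phosphatase at 20 µM in the single-dose screen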;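 further: plate controls were DMSO wells for no effect and EDTA-quenched wells as full inhibition for full effect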
PPARg SRC2 recr: agonists of SRC-2 recruitment by human PPARgamma; P37231; PPARgamma LBD-SRC-2 recruitment, biochemical; activation, % at 8 µM; 200,000 compounds, 0.34% hits; AID 1032; in the data active means activation above about 22%;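 further: 0% = vehicle and 100% = reference agonist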
Target sequence (P37231 whole entry, looked up, the tested form may be a part): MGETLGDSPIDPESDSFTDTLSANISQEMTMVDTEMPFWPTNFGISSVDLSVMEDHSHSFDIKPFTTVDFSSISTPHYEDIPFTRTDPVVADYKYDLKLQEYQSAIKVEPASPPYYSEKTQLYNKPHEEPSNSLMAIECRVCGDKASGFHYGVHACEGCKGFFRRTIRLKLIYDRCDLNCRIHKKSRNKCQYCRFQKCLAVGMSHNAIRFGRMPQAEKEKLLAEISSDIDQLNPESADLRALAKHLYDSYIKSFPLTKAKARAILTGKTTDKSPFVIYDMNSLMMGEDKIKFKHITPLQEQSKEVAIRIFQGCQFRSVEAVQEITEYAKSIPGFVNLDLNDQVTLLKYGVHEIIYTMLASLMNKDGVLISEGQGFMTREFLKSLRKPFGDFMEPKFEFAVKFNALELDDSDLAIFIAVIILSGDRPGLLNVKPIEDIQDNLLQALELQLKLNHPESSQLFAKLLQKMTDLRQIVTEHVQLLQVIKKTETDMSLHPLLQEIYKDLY
SRC2 TRFRET art: counter-screen for PPARgamma SRC-2 recruitment agonists: TR-FRET artefact | active compounds read high | TR-FRET ratio at 8 µM | 200,000 compounds, 0.4% hits; in the data active means TR-FRET ratio above about 2000; further: inactives centre near 1500
Efa HMGR inh: blocks class II HMG-CoA reductase of Enterococcus faecalis | AID 1066 | 190,000 compounds, 0.41% hits | inhibition, % at 10 µM | purified E. faecalis HMGR, NADPH absorbance 340 nm kinetic;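 active means inhibition above a set limit, the median over all tested compounds plus 3 SD, cut at about 9.5% in these data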;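 further: enzyme runs in reverse so mevalonate oxidation gives rising NADPH absorbance; 0% = complete reaction with DMSO and 100% = background rate lacking mevalonate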
bIAP act: increases bovine intestinal alkaline phosphatase activity. purified bovine IAP, CDP-star luminescence, 30 min; active compounds read high; fold of DMSO-control signal, blank-subtracted. activation factor at 20 µM. 200,000 compounds, 0.17% hits;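 active means activation factor of 2 or more at 20 µM, a signal rise over negative controls twice the positive control's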
bIAP inhibitor: intestinal alkaline phosphatase (bovine) inhibition; 190,000 tested, under 10 active; purified bovine IAP, CDP-star luminescence, 30 min; inhibition, % at 20 µM; AID 1019;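 active means over 50% inhibition of intestinal alkaline phosphatase at 20 µM in the single-dose screen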
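Assay system: bovine IAP enzyme; medium: DEA buffer 100 mM, pH 9.8, with MgCl2 1.0 mM, ZnCl2 0.02 mM; doses: 20 µM single dose; incubation: enzyme reaction for 30 min at room temperature; detection: CDP-star luminescence signal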
PPARg SRC1 recr: agonists of human PPARgamma SRC-1 coactivator recruitment; activation, % at 8 µM; 200,000 compounds, 0.41% hits; P37231; PPARgamma-SRC-1 coactivator recruitment biochemical assay; in the data active means activation above about 19%;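 further: 0% = DMSO and 100% = reference agonist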
TNAP act hiacc: activators of human TNAP at high phosphate acceptor concentration | activation factor at 20 µM | purified TNAP, CDP-star luminescence, 1 M DEA, 30 min; active compounds read high; 0 = EDTA background, 1 = DMSO-only activity | 200,000 tested, under 10 active;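 active means activation factor at least 2 at 20 µM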
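Control set: EDTA negative control, DMSO positive control / Assay system: human TNAP / Quantity: TNAP 1/800 final / Evaluation: TNAP activation factor scaled between EDTA and DMSO control wells / Measured by: luminescent substrate turnover signal / Compound dosing: one dose, 20 µM / Times: 30 min enzyme reaction at room temperature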
PPARg SRC3 recr: PPARgamma-driven SRC-3 recruitment agonism | biochemical PPARgamma/SRC-3 coactivator recruitment assay | 200,000 compounds, 0.26% hits | activation, % at 8 µM; in the data active means activation above about 23%;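 further: 0% = DMSO and 100% = reference agonist; some compounds past the cut are filed as inactive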
Numbers without * were called inactive.

SMILES | TNAP inh noacc | TNAP inh hiacc | PPARg SRC2 recr | SRC2 TRFRET art | Efa HMGR inh | bIAP act | bIAP inhibitor | PPARg SRC1 recr | TNAP act hiacc | PPARg SRC3 recr
COC(=O)c1cc(=O)nc2sc(-c3cccs3)nn12 | -6 | 1 | -8 | 1440 | -2 | 1 | 2 | -4 | 1 | 3
CCCc1nn(C(=O)c2ccccc2)c2c1C(=O)CC(C)(C)C2 | 52* | -1 | -1 | 1374 | -8 | 0.9 | 6 | -2 | 1 | -7
COc1ccc(OC)c(N/C(C)=C/C(=O)c2ccc(C)o2)c1 | -7 | -2 | 18 | 1404 | -7 | 0.8 | 22 | 9 | 1 | 8
O=C(NCc1ccc(OC(F)(F)F)cc1)C12CN(Cc3ccccc3)CC1C(c1cccc([N+](=O)[O-])c1)=NO2 (stereo not given) | 5 | 4 | 2 | 1469 | 0 | 0.9 | 8 | -2 | 1 | -2
Cc1ccc(S(=O)(=O)Nc2cc(C)c(O)c(S(=O)(=O)c3ccc(C)cc3)c2)cc1 | 9 | 1 | -1 | 1499 | -5 | 1 | 2 | -7 | 1 | -16
CCOC(=O)c1ccc(NC(=O)c2cc(F)c(F)cc2Cl)cc1 | -10 | -3 | 6 | 1758 | 0 | 0.9 | 9 | -6 | 1 | 2
CC(C)(C)N1C(=O)c2ccc(C(=O)NCc3ccco3)cc2C1=O | -11 | -2 | -6 | 1573 | 2 | 1 | -3 | -1 | 1 | -9
O=C1CC(N2CCN(c3ccccc3)CC2)C(=O)N1Cc1ccc(Cl)cc1 (stereo not given) | -7 | -2 | -1 | 1628 | -1 | 1 | 4 | 1 | 1 | -1
O=C(C[n+]1cc(-c2ccccc2)n2c1CCCCC2)c1ccc(Br)cc1 | -5 | -3 | -1 | 1459 | -3 | 1.1 | -11 | -8 | 1 | 1
COC(=O)COc1c(Cl)cc(Cl)c2ccc(C)nc12 | -12 | -8 | 2 | 1515 | 0 | 1 | -2 | 8 | 1.1 | 1
O=C(Nc1cccn(Cc2ccc(F)cc2)c1=O)NC1CCCCC1 | -3 | -6 | 7 | 1507 | -2 | 0.9 | 5 | 1 | 1.1 | 8
COc1ccc2nc(NCCNC(=S)NCCCN3CCOCC3)c(C#N)cc2c1 | -18 | -10 | 9 | 1671 | -1 | 1 | -3 | 1 | 1.1 | -3

Fetched one by one from above (4):
SMILES | TNAP inh noacc | TNAP inh hiacc | PPARg SRC2 recr | SRC2 TRFRET art | Efa HMGR inh | bIAP act | bIAP inhibitor | PPARg SRC1 recr | TNAP act hiacc | PPARg SRC3 recr
O=C1CC(N2CCN(c3ccccc3)CC2)C(=O)N1Cc1ccc(Cl)cc1 (stereo not given) | -7 | -2 | -1 | 1628 | -1 | 1 | 4 | 1 | 1 | -1
O=C(Nc1cccn(Cc2ccc(F)cc2)c1=O)NC1CCCCC1 | -3 | -6 | 7 | 1507 | -2 | 0.9 | 5 | 1 | 1.1 | 8
COc1ccc(OC)c(N/C(C)=C/C(=O)c2ccc(C)o2)c1 | -7 | -2 | 18 | 1404 | -7 | 0.8 | 22 | 9 | 1 | 8
Cc1ccc(S(=O)(=O)Nc2cc(C)c(O)c(S(=O)(=O)c3ccc(C)cc3)c2)cc1 | 9 | 1 | -1 | 1499 | -5 | 1 | 2 | -7 | 1 | -16

Additional compounds follow.
SMILES | TNAP inh noacc | TNAP inh hiacc | PPARg SRC2 recr | SRC2 TRFRET art | Efa HMGR inh | bIAP act | bIAP inhibitor | PPARg SRC1 recr | TNAP act hiacc | PPARg SRC3 recr
Cc1ccc(/C=N/NC(=O)CSc2nc3ccccc3n2C)s1 | 5 | -4 | 7 | 1566 | 3 | 0.9 | 10 | 2 | 1 | 0
COc1cccc(/C=C(/C(=O)OCC(N)=O)c2ccccc2)c1 | 0 | -4 | 6 | 1586 | -11 | 1 | -3 | 0 | 1 | 2
O=C(O)c1n[nH]c2c1CCCCC2 | 28 | -1 | 6 | 1624 | -1 | 1 | -2 | 7 | 1 | 12
Cc1ccccc1Sc1ncnc2onc(C)c12 | -17 | -6 | -3 | 1533 | -2 | 0.9 | 14 | 6 | 1.1 | -10
S=C1NC[C@H](CC2CCCCC2)N1CC1CCCCC1 | -9 | -8 | -8 | 1537 | 0 | 0.8 | 24 | 5 | 1.1 | -2
N/C(Cc1ccc([N+](=O)[O-])cc1)=N\OC(=O)C(c1ccccc1)c1ccccc1 | 6 | 0 | -8 | 1645 | 1 | 0.7 | 34 | -8 | 1 | -10
CCOC(=O)C1(Cc2cccc(F)c2)CCN(C2CCOCC2)CC1 | -3 | 0 | -1 | 1646 | -4 | 1.1 | -7 | -4 | 1 | 5
Cc1cc(NC(=O)c2ccc(NC(=O)C(C)C)cc2)no1 | -7 | -2 | -1 | 1552 | -2 | 0.8 | 16 | 1 | 1 | 14
CN(C)c1ccc(-c2nn3c(C4CCCCC4)nnc3s2)cc1 | -8 | -3 | -4 | 1321 | 1 | 1.1 | -15 | 6 | 1 | 13
COC(=O)C1=C(C)NC(=O)NC1c1ccco1 (stereo not given) | -17 | -5 | 2 | 1521 | 5 | 1.1 | -13 | 8 | 1 | 1
N#Cc1c(C(F)(F)F)cc(C2CC2)[nH]c1=O | -2 | -7 | -3 | 1579 | 6 | 0.9 | 10 | -2 | 1.1 | -2
CC1CCCN(C(=O)c2ccc(COc3ccccc3Br)cc2)C1 (stereo not given) | 7 | -6 | 3 | 1454 | -7 | 1 | -2 | 4 | 1.1 | 2
COc1cc(CC(=O)Nc2ccc3c(c2)CCC3)cc(OC)c1OC | -12 | -2 | 5 | 1577 | 6 | 1 | 3 | 3 | 1 | -1
O=[N+]([O-])c1ccc2nc(NCCCO)nc(-c3ccccc3)c2c1 | -3 | -2 | 5 | 1567 | -1 | 1.1 | -12 | 1 | 1 | -1
N#C/C(=C/c1ccc(C(=O)O)cc1)C(=O)Nc1ccccc1 | 2 | -1 | 7 | 1568 | -3 | 1 | 1 | -1 | 1 | 7
CCCCn1c(=O)[nH]c(=O)c2c(C(=O)OCC)cc(-c3cccs3)nc21 | -15 | -5 | -14 | 1276 | 1 | 1 | 0 | 2 | 1 | 3
CCOc1cccc(-c2nnc(SCC(=O)Nc3cc(OC)cc(OC)c3)n2N)c1 | -7 | -4 | 3 | 1513 | 6 | 1 | 1 | -6 | 1 | -2
Cc1ccccc1NC(=O)N(C(C)C)C(C)C | -6 | -4 | 5 | 1300 | -2 | 0.9 | 9 | 0 | 1 | -9
CCOC(=O)c1nnn(-c2nonc2N)c1CNC(C)C | -10 | -3 | -1 | 1512 | -5 | 0.9 | 8 | 3 | 1 | -2
COc1ccc([N+](=O)[O-])cc1C1NN=C(c2ccccc2O)S1 (stereo not given) | 2 | -2 | -3 | 1474 | -3 | 1 | -5 | -3 | 1 | -11
COc1ccc(NC(=O)CCC(=O)OCc2ccc(Br)cc2)cc1 | -15 | -7 | -3 | 1289 | -5 | 0.8 | 18 | 1 | 1.1 | 3
CCc1ccc(CN2C(=O)CCC2(C)C(=O)NC2CCCC2)cc1 (stereo not given) | -1 | 3 | 3 | 1615 | -1 | 1 | 0 | 6 | 1 | 6
O/N=C1\CC/C(=N\O)c2nn(-c3ccccc3Cl)nc21 | -2 | -6 | 0 | 1441 | 8 | 0.9 | 14 | 3 | 1.1 | 6
O=C(Cc1ccccc1)Nc1ccc(NC(=O)c2cccs2)c(Cl)c1 | -8 | 2 | 2 | 1412 | -2 | 1 | -1 | 14 | 1 | 5
CCCCCCC(=O)Oc1cccc(N2C(=O)C3CCCCC3C2=O)c1 (stereo not given) | -12 | -3 | 2 | 1545 | 1 | 1.2 | -17 | -3 | 1 | 5
Cc1c(NC(=O)CSc2nncc3ccccc23)c(=O)n(-c2ccccc2)n1C | -17 | -6 | 7 | 1531 | -8 | 1 | 2 | -8 | 1.1 | 5
O=C1CCCc2oc3ccc(O)cc3c21 | -4 | -2 | 10 | 1628 | -1 | 0.9 | 10 | 2 | 1 | -1
O=C(c1ccc(C(F)(F)F)cc1)C1CCCN(Cc2cccn2-c2ncccn2)C1 (stereo not given) | -3 | 0 | 5 | 1524 | -4 | 1 | 1 | -2 | 1 | 3
CN1CCN(C(=S)c2cn(Cc3ccc(Br)cc3)c3ccccc23)CC1 | -5 | 0 | 3 | 1544 | 0 | 1.1 | -9 | 0 | 1 | 2
CCCc1ccc(OCc2ccc(C(=O)N3CCN(c4ccccn4)CC3)o2)c(OC)c1 | -11 | -4 | 3 | 1453 | -7 | 1 | 3 | 0 | 1 | -6
COc1ccc(NC(=O)c2oc3ccc(S(=O)(=O)N4CCC5(CC4)OCCO5)cc3c2C)cc1 | 1 | 1 | 5 | 1828 | -5 | 1.1 | -6 | -2 | 1 | 6
COc1cccc(CSc2nnc(C(F)(F)F)n2Cc2ccc(F)cc2)c1 | -8 | -2 | 9 | 1666 | 2 | 1 | -2 | 3 | 1 | 0
CCCCn1c(C(C)NC(=O)CC)nc2ccccc21 (stereo not given) | -11 | -6 | -2 | 1438 | -5 | 1 | 4 | -4 | 1.1 | 0
CCN(CC)CCCNC(=O)Cc1c(C(=O)O)n(C)c2ccccc12 | -15 | -6 | 6 | 1487 | 2 | 0.9 | 7 | 4 | 1.1 | -1
O=C(CSCc1ccc(Cl)c(Cl)c1)Nc1c[nH]c(=O)[nH]c1=O | -9 | 0 | -2 | 1566 | -9 | 1.1 | -6 | 1 | 1 | -6
CCOCCCNC(=S)N1CCCN(c2nc3c(C)c(C)ccc3cc2C#N)CC1 | -11 | -6 | 11 | 1563 | 4 | 1.1 | -5 | 6 | 1.1 | 3
COc1ccc(CCNC(=O)Cn2cnc3c2c(=O)n(C)c(=O)n3C)cc1OC | -8 | 0 | 3 | 1484 | 3 | 1 | 1 | 7 | 1 | 9
COC(=O)CCn1[nH]c(=O)c2ccccc2c1=O | 0 | 2 | 9 | 1756 | 6 | 0.6 | 40 | 7 | 1 | 1
CCOC(=O)c1c(C)nc2sc3c(=O)n(-c4ccc(OC)cc4)nnc3c2c1-c1ccc(OC)cc1 | -2 | -2 | -1 | 1362 | 7 | 1 | 5 | -3 | 1 | 3
CCCc1cc(C(=O)Nc2ccc(F)cc2F)no1 | -15 | -5 | 5 | 1581 | 0 | 0.9 | 10 | 6 | 1 | 1
CC(C)(C)c1ccc(C2(C)NC(=O)N(CC(=O)NCc3cccs3)C2=O)cc1 (stereo not given) | -10 | -6 | -1 | 1417 | -2 | 1 | -1 | 4 | 1.1 | 3
COc1ccc([N+](=O)[O-])cc1NC(=O)C(C)OC(=O)c1cccnc1Cl (stereo not given) | -3 | -2 | -2 | 1544 | -2 | 1 | 1 | 0 | 1 | 3
CCC(Sc1nc2ccccc2[nH]1)C(=O)Nc1cc(C)on1 (stereo not given) | -11 | -4 | 3 | 1538 | -1 | 1.2 | -16 | 5 | 1 | 3
O=C(Cc1ccc(Cl)cc1)OCc1nnc(-c2ccccc2)o1 | -18 | -7 | 4 | 1463 | -3 | 0.9 | 6 | 4 | 1.1 | 4
COc1ccc(NS(=O)(=O)c2ccc(N3CCOCC3)c(NC(=O)c3cccc(F)c3)c2)cc1 | -6 | -4 | 3 | 1279 | -2 | 1 | -1 | -4 | 1 | 1
O=C(Nc1ccc2c(c1)OCCO2)c1cc(-c2ccccc2)nc2ccccc12 | -11 | -6 | -2 | 1611 | 0 | 1 | -2 | 5 | 1.1 | 14
COc1cccc(CNC(=O)CC(NC(C)=O)c2ccccc2)c1 (stereo not given) | -17 | -5 | -2 | 1583 | -1 | 0.8 | 19 | -2 | 1.1 | 1
